MLL CXXC-DNA inh = blocks binding of human MLL CXXC domain to DNA. Q03164. AID 2662. MLL-CXXC / FITC-HOXA9 DNA fluorescence polarization. Potency, µM (doses to about 115 µM), without a hit: at the top dose activity change, negative = inhibition, actives largely listed as inhibitors. 290,000 compounds, 0.037% hits; active = well fitted inhibition curve with a large enough effect in the polarisation, with a control signal flat, not every such curve was filed as active; inconclusive = small, poorly fitted or top-dose-only effect, or effect the other way, or a change in a side signal; inactive = no such curve, though single readings can be large or run the other way; the % refers to the polarisation; also: potency is read from the fitted curve at half-maximal effect
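Steps: dispense CXXC domain solution (7 uM) → pin compounds or unlabeled HOX-A9 DNA control → 5 min ambient → add FLSN-HOX-A9 solution (50 nM) → spin → 30 min ambient → fluorescence polarization. Tris pH 7.5/NaCl/DTT/BSA buffer.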
MBNL1 CUG block = blocks human MBNL1 binding to CUG repeat RNA; TR-FRET MBNL1-His/biotin-(CUG)12 binding, 665/545 ratio; Potency, µM (titrated, usually from 57.5 µM), for inactives: top-dose activity change, negative = inhibition, hits mostly inhibitors; Q9NR56; 280,000 compounds, 0.036% hits; active = well fitted inhibition curve with a large enough effect in the signal ratio, with a control signal flat, not every such curve was filed as active; inconclusive = small, poorly fitted or top-dose-only effect, or effect the other way, or a change in a side signal; inactive = no such curve, though single readings can be large or run the other way; the % refers to the signal ratio; also: potency is read from the fitted curve at half-maximal effect; % is scaled to controls: 0 for no effect and ±100 for the full control effect
Target sequence (Q9NR56 whole entry, looked up): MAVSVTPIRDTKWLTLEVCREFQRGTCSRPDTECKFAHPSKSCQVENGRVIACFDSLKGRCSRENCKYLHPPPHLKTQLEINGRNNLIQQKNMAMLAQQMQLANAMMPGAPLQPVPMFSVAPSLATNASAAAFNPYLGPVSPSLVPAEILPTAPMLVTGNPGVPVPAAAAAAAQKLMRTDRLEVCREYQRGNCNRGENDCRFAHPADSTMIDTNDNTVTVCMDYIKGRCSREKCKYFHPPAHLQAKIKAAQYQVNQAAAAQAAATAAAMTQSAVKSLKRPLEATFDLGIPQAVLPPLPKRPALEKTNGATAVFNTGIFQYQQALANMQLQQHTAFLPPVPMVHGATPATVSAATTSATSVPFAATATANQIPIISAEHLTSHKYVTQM
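Compound titration spanned 92 nM–58 uM against the MBNL1-His/biotin-(CUG)12 complex. After 60 min at room temperature with 5 nM streptavidin-XL665 and 0.055 ng/ul terbium anti-His, ratiometric 665/545 nm emission (Ex 340 nm) normalized to controls.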
ASM inhibitor = human S-ASM enzyme inhibition. P17405. AID 504937. placental ASM, HMU-PC fluorogenic substrate, 60 min. 340,000 compounds, 0.006% hits. Potency, µM (titrated, usually from 57.5 µM), inactives show at the highest dose activity change, negative = inhibition, actives largely listed as inhibitors; also: potency is read from the fitted curve at half-maximal effect
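Human placenta-derived ASM enzyme was preincubated with compound for 10 minutes at room temperature, then given fluorogenic substrate HMU-PC0 (9 uM final) for 60 minutes at 37 °C; a pH 10 stop preceded fluorescence reading at Ex 386/Em 447 nm.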
GALK inh = inhibitors of human galactokinase; P51570; Purified GALK, Kinase-Glo residual ATP luminescence; Potency, µM (doses to about 57.5 µM), for the others: top-dose activity change, negative = inhibition, most hits filed as inhibitors; 270,000 compounds, 0.007% hits; AID 1868; also: potency is read from the fitted curve at half-maximal effect; % is scaled to controls: 0 for no effect and ±100 for the full control effect
Target sequence (P51570 whole entry, looked up): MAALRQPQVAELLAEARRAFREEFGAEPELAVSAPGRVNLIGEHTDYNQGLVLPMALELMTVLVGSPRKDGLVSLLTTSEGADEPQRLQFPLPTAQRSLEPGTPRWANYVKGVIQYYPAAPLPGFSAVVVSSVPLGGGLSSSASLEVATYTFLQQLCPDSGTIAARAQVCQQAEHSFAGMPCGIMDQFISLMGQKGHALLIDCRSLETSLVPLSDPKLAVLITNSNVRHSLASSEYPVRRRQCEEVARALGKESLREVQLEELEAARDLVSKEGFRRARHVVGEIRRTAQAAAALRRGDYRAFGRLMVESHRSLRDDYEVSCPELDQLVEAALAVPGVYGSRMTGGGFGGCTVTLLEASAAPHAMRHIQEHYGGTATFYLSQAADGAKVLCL
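ATP-depletion format; final 35 uM ATP, 100 uM D-galactose, 5 nM enzyme; pH 8.0 HEPES/Mg2+ buffer; 60 min RT; luminescence read 10 min after detection reagent.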
KCNH2 WT inh = KCNH2 (human, wildtype) channel inhibition | 340,000 compounds, 0.37% hits | U2OS, BacMam KCNH2, thallium flux FluxOr; hits give low values | activity change, % at 1.84 µM | Q12809;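 active = maximum activity change below -70%; inconclusive = maximum activity change between -70% and -50%; inactive = maximum activity change above -50%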; also: % is scaled to controls: 0 for no effect and ±100 for the full control effect
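U2OS cells transduced with wild-type KCNH2 virus are loaded with FluxOr dye for 45 min, and thallium flux is measured in kinetic reads before and after stimulation buffer. Rate constants are normalized to DMSO controls.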
a7 integrin act = activates integrin-mediated alleviation for muscular dystrophy; Potency, µM (titrated, usually from 38.3 µM), for inactives: at the top dose activation, hits mostly activators; 350,000 compounds, 0.064% hits; AID 624291; alpha7betagal myoblasts, beta-gal FDG fluorescence, 48 h;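 also: potency is read from the fitted curve at half-maximal effect; 100% = response of the positive control SU9516; nearly all actives have a fitted effect of over 60% in size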
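alpha7betagal+/- myoblasts (passage 13, 250/well) treated 48 h at 37C with compounds at 1:260 dilution of DMSO stock. Lysed, then beta-galactosidase activity read as FDG fluorescence (ex 480/em 540) after 30 min, with pre-read for autofluorescence.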
A-T KAP1 phos = candidate therapy for ataxia-telangiectasia; […] A-T fibroblasts, KAP-1 phosphorylation AlphaLISA; neocarzinostatin DNA damage 30 min before lysis; Potency, µM (series often up to 57.5 µM), for inactives: at the top dose activation, actives largely listed as activators; 320,000 compounds, 0.19% hits; AID 485349; also: potency is read from the fitted curve at half-maximal effect; % of control where 0% means no effect; nearly all actives have a fitted effect of over 45% in size
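ATM-like activity read as KAP-1 phosphorylation via AlphaLISA donor/acceptor antibody pairs after lysis and 6 hr at 25C. Cells were ATM-null patient fibroblasts ([…], hTERT), dosed 60 min, then exposed to the DSB inducer NCS for 30 min.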
TRPV1 ag = agonists of human vanilloid receptor 1 (TRPV1) | TRPV1-expressing cells, Fluo-8 calcium influx, agonist mode | 320,000 compounds, 0.19% hits | Q8NER1 | AID 540275 | activation, % at 8.33 µM; in the data active = activation above about 80%; inconclusive = between about 30% and that limit; also: 0% is about no effect
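TRPV1-expressing cells were cultured overnight at 35.5C and loaded with Fluo-8 calcium dye for 40 to 90 min at room temperature. After a 10 s baseline, compound was added and calcium influx was read kinetically for 3 min (ex 480/em 520 nm).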
Coupling enz = counter-screen for Giardia aldolase inhibitors: coupling enzyme system | coupling enzyme system counterscreen, AmpLite Red fluorescence | activity change, negative = inhibition, % at 58.2 µM, hits read low | 290,000 compounds, 0.67% hits | AID 2472; in the data active = activity change below about -30%; also: % is scaled to controls: 0 for no effect and ±100 for the full control effect
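Counterscreen lacking aldolase: glyceraldehyde-3-phosphate coupling-enzyme reagent preincubated 10 min at RT with compound (at 57.5 uM final), then substrate/coupling system with AmpLite Red added; fluorescence read at 525/598 nm after 20 min RT.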
KCNH2 3.1 block = KCNH2 3.1 (human) potassium channel inhibition; U2OS KCNH2 3.1, thallium flux FluxOr; hits give low values; activity change, % (tested at about 1.8 µM); 340,000 compounds, 0.95% hits; AID 720553;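 active = maximum activity change below -70%; inconclusive = maximum activity change from -70% to -50%; inactive = maximum activity change above -50%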;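 also: thallium influx rate constant from kinetic fluorescence after stimulation buffer; % is scaled to controls: 0 for no effect and ±100 for the full control effect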
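We transduce U2OS cells with the mutant 3.1 virus, culture them overnight, load FluxOr with Red40 quencher for 45 min, then add stimulation buffer and read kinetically for 2 min to derive a normalized rate constant.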
Starred values were filed as active, the others as inactive; ? = inconclusive; · = not tested or not shown; [ ] = another dose, or the depositor's remark. Unless noted, calls follow the shape of the dose curve; as a rule, active = well fitted curve in the direction sought with a large enough effect; inconclusive = small, poorly fitted or top-dose-only effect, or another doubt; inactive = no such curve, though single readings can be large; an effect the other way counts as inactive or inconclusive. Not a hit list; 2% or so of the library scored in one or more.

SMILES	MLL CXXC-DNA inh	MBNL1 CUG block	ASM inhibitor	GALK inh	KCNH2 WT inh	a7 integrin act	A-T KAP1 phos	TRPV1 ag	Coupling enz	KCNH2 3.1 block
COc1ccccc1-c1sc2ccccc2c1C#CC1(O)CCCCC1	·	·	-18%	·	2	-25%	2%	·	·	-4
CC(=O)NC(Cc1ccccc1)C(=O)N1CCN(C(=O)c2ccco2)CC1 (configuration not stated)	-2%	0%	7%	0%	-26	0%	7%	-2	4	-21
CN(CC(=O)N1CCc2ccccc21)S(=O)(=O)c1cccc2cccnc12	6%	1%	-4%	1%	-11	-7%	6%	·	1	15
CCOC(=O)c1c(N)sn(-c2ccccc2C)c1=S	-12%	?	-1%	6%	-7	-16%	8%	2	2	-13
COc1ccc2oc(=O)c(-c3nc4ccccc4o3)cc2c1	-2%	?	172%[activator]	-3%	-3	12%	-2%	21	0	3
O=C(c1ccccc1)N1CCN(Cc2cccc(Oc3ccccc3)c2)CC1	4%	-2%	-3%	0%	2	12%	12%	?	-1	1
COc1ccc(/C=N/N=C2/NC(=O)C(CC(=O)O)S2)cc1OS(=O)(=O)c1ccccc1 (configuration not stated)	-3%	?	5%	5%	-18	?	-3%	-2	9	14
CC(=O)Nc1ccc(SCc2c(C)noc2C)cc1	3%	0%	0%	-1%	8	38%	12%	3	1	23
Cc1cc(Cl)ccc1NC(=S)NCCCN1CCCC1=O	7%	-2%	5%	0%	12	-22%	7%	-1	2	7
CCOc1cccc(CNn2cnnc2)c1OCc1ccccc1	-15%	-3%	2%	-2%	-2	3%	2%	9	1	3
CCn1c(SCCN2CCOCC2)nc2c1c(=O)n(C)c(=O)n2C	-2%	-3%	-1%	3%	-12	-1%	0%	-2	-1	-13
COC(=O)CN(c1ccc(OC)cc1)S(=O)(=O)c1ccc(OC)c(OC)c1	2%	5%	2%	2%	-2	12%	-12%	2	9	3

Next part, overlapping the part above by two compounds.
SMILES	MLL CXXC-DNA inh	MBNL1 CUG block	ASM inhibitor	GALK inh	KCNH2 WT inh	a7 integrin act	A-T KAP1 phos	TRPV1 ag	Coupling enz	KCNH2 3.1 block
CCn1c(SCCN2CCOCC2)nc2c1c(=O)n(C)c(=O)n2C	-2%	-3%	-1%	3%	-12	-1%	0%	-2	-1	-13
COC(=O)CN(c1ccc(OC)cc1)S(=O)(=O)c1ccc(OC)c(OC)c1	2%	5%	2%	2%	-2	12%	-12%	2	9	3
COc1ccc(C2CC(=O)N3CN(c4ccccc4F)CSC3=C2C#N)cc1OC (configuration not stated)	2%	0%	0%	0%	9	21%	10%	1	-14	17
Cc1cc(NC(=O)CCC(=O)N(c2ccccc2F)C(C(=O)NC2CCCC2)c2ccccc2)no1 (configuration not stated)	4%	-2%	-1%	-1%	-3	14%	-6%	21	5	4
COc1ccc(OC)c(NC(=O)Cn2cc(C=O)c3ccccc32)c1	-1%	5%	3%	0%	-1	5%	2%	-2	-1	-3
CC(C)(C)NC(=O)CN(CCN1CCOCC1)C(=O)CNS(=O)(=O)c1ccccc1	7%	-2%	-2%[11.5 µM]	-1%	1	?	-3%	-2	0	9
COCCSc1ccccc1C(=O)NCc1ccc(S(N)(=O)=O)cc1	-12%	-22%	0%	0%	1	0%	4%	-3	0	-10
COc1ccc(CC(=O)N[C@@H](CCSC)C(=O)N2CCC3(CC2)NCCc2[nH]cnc23)cc1	30%	-2%	1%	-1%	2	-7%	1%	0	0	6
O=C(/C=C/c1cccs1)NCc1cccnc1	1%	?	0%	-1%	4	18%	-1%	-3	0	11
COCCCC1CCN(C(=O)C2CCC(=O)N(CCc3ccccc3)C2)CC1 (configuration not stated)	10%	-7%	1%	4%	-6	-2%	-4%	-3	3	-13
C/C(CC(C)C)=N\Nc1ccc(S(N)(=O)=O)cc1[N+](=O)[O-]	0%	?	-10%	-1%	0	-18%	-3%	-1	0	-11
Cc1sc2ncnc(Sc3nc4ccccc4s3)c2c1C	5%	?	·	0%	·	·	0%	-5	1	·
CCCSc1nc2c(c(=O)n1CC)SC(C)C2 (configuration not stated)	6%	22%	-7%	2%	-11	-2%	-1%	14	0	4
O=C(CSc1nc2ccccc2o1)NCC(=O)c1ccccc1	7%	-6%	3%	1%	7	22%	-8%	1	1	-2
CCCC(=O)Nc1ccc(C(=O)NNC(=O)COc2ccc(Br)c(C)c2)cc1	18%	-8%	-2%	3%	-6	4%	1%	-1	5	-10
O=C(N/N=C/c1c[nH]c2ccccc12)c1ccccc1	0%	13%	1%	5%	-20	-8%	-2%	2	0	34
Cc1cccc(C(=O)NC(=S)N(C)C2CCCCC2)c1	?	-3%	-10%	-6%	-16	-14%	-5%	?	-2	-2
CC(C(=O)c1ccc(-c2ccccc2)cc1)[n+]1cccc(C(N)=O)c1 (configuration not stated)	8%	?	1%	0%	-6	5%	13%	-3	0	4
c1ccc(CN2CCC3(CC2)Nc2ccccc2CO3)cc1	0%	-2%	0%	0%	-17	-13%[7.66 µM]	5%	0	1	16
FC(F)(F)c1nnc(N2CCN(c3ccc(Cl)cc3)CC2)s1	-18%	-12%	1%	-1%	-2	-14%	?	-1	1	21
CCCCC(=O)Nc1ccc(C)c(O)c1	-1%	-2%	0%	·	-10	-8%	-7%	11	0	14
O=C(NN=C1CCCCCC1)c1cc2ccccc2cc1O	?	2%	5%	-2%	4	0%	5%	-1	0	3
Cc1cccc(NC(=O)C2CCN(S(=O)(=O)c3c(C)c(C)cc(C)c3C)CC2)n1	·	·	·	·	-1	7%	-4%	-4	·	7
O=C1C(Cl)=C(NCCN2CCCCC2)C(=O)c2ccccc21	-3%	?	-11%	-2%	9	-59%[inhibitor]	-4%	0	-37*	14
O=C(CN(CC1CCCO1)C(=O)CNS(=O)(=O)c1ccccc1)NCc1ccc(F)cc1 (configuration not stated)	4%	1%	-4%	6%	-5	6%	-2%	2	1	-8
O=C(N(c1ccccn1)c1ccccn1)C12CC3CC(CC(Cl)(C3)C1)C2	0%	9%	0%	0%	-4	1%	0%	2	1	-6
Cc1ccc(-c2cc(-c3ccccc3)c3c(N)c(S(C)(=O)=O)sc3n2)cc1	5%	36%[activator]	200%[activator]	2%	-13	3%	·	3	1	-13
CCC(C(=O)OC)n1cnc2c(nnn2-c2ccc(C)cc2)c1=O (configuration not stated)	·	0%	-4%	·	2	22%	-10%	19	0	28
CC(=O)c1cccc(NC(=O)CSCc2ccc(Br)cc2)c1	11%	10%	-3%	-3%	1	8%	-10%	?	4	-4
CC(C)C(=O)N1CCC2(CC1)Oc1ccc(Cl)cc1C(=O)C21CC(c2ccccc2)=NO1 (configuration not stated)	5%	1%	-9%	3%	3	-24%	-16%	11	2	-26
CCOc1ccc(N=c2scc(-c3ccc(OC)cc3)n2CCO)cc1	-4%	-16%	-1%	0%	-1	-7%	-14%	-4	-7	-8
CC(C)CN1CCN(Cc2cccn2-c2cccnc2)CC1CCO (configuration not stated)	5%	-3%	0%	-2%	-8	37%	-2%	6	4	-2
O=c1oc2cc(S(=O)(=O)NCCCO)ccc2c2ccc(S(=O)(=O)NCCCO)cc12	3%	9%	1%	5%	3	-6%	-12%	2	0	-18
CCN(CC)c1cc(Oc2ccccc2)ncn1	-1%	-4%	3%	1%	12	-4%[7.66 µM]	1%	5	-3	-4
O=C(OCc1ccccc1)c1ccccc1O	·	·	-3%	·	2	-10%	0%	·	·	0
CCOC(=O)Cc1csc(NC(=O)COc2ccc3ccccc3c2)n1	11%	3%	-3%	-2%	-2	-14%	2%	17	0	-5
O=S(=O)(c1ccc(NC(=S)NC2CC2)cc1)N1CCOCC1	-23%	-3%	-3%	0%	-6	-9%	-5%	0	3	-1
O=C(/C=C/c1ccc(Cl)cc1Cl)n1cccn1	-10%	0%	-2%	-3%	2	-46%[inhibitor]	3%	29	-2	5
Cc1ccc(OCC(=O)NNC(=O)CSc2ncc(C#N)c(N)n2)cc1	35%[activator]	·	-5%	0%	7	10%	-5%	-1	3	2
CCOC(=O)N1CCC(N2C(=O)c3ccc(C(=O)NCCC(C)C)cc3C2=O)CC1	10%	?	-2%	0%	-5	-15%	2%	-2	1	-2
O=S(=O)(c1ccc(C2CCCCC2)cc1)N1CCN(c2ncccn2)CC1	13%	11%	-4%	-2%	3	4%	3%	12	-3	21
CCOC(=O)N1CCN(C(=O)COC(=O)c2ccc(O)cc2O)CC1	3%	-2%	8%	1%	9	8%	-3%	-1	1	1
Cc1cn(CC(=O)NCCNc2ccc([N+](=O)[O-])cn2)c(=O)[nH]c1=O	·	·	-3%	·	5	2%	·	·	·	1
O=C(O)CCS(=O)(=O)Cc1ccccc1Cl	-1%	-4%	-1%	-2%	4	9%	0%	0	2	-8
